Bioassay records: PubChem, several laboratories
VIM-2 inhibitor: inhibitors of Pseudomonas aeruginosa VIM-2 metallo-beta-lactamase. inhibition, % at 5.6 µM. 290,000 tested, 0.89% active. purified VIM-2, nitrocefin hydrolysis, epi-absorbance fluorescence;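 active = inhibition above the mean of all tested compounds plus 3 SD, cutoff set per screening run, cut at about 7.5% in these data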;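 note: red hydrolysis product quenches plate fluorescence so inhibitors raise well fluorescence; 0% = enzyme with DMSO and 100% = DMSO without enzyme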
IDE cell activ: IDE (human) activation, cell-based; HEK cells, FAbeta-B cleavage, fluorescence polarization; 0% vehicle, 100% cell-free pure enzyme wells; activation, % at 5.96 µM; 340,000 tested, 0.073% active; AID 493087;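 active = activation above the mean of all tested compounds plus 3 SD, set per screening campaign, cut at about 17% in these data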
UBC9 SUMO inh: inhibitors of human SUMOylation (UBC9); 290,000 tested, 0.36% active; P63279; inhibition, % at 35 µM; HTRF SUMOylation assay, SAE1/SAE2 + UBC9, in vitro; in the data active = inhibition above about 50%, passing the limit was not always enough; note: strong numbers were not always called active
Target sequence (P63279 whole entry, looked up): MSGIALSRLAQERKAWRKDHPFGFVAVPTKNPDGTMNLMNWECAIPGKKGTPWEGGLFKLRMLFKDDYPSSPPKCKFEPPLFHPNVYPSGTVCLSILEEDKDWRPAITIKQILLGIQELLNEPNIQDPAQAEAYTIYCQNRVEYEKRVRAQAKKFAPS
MEKK3 PB1 HTS: modulators (inhibitors or enhancers) of MEK5 binding to human MEKK3 PB1 domain | bead-based flow cytometry, Alexa488-MEK5 binding to MEKK3; actives lie on both sides; 0 = blocked by unlabeled MEK5, 100 = vehicle | binding response (% of control), % at 10 µM | 290,000 tested, 1.4% active | Q99759;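 active = binding response more than 3 SD above or below the average of its plate-row segment, actives on both sides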;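 note: Alexa488 bead fluorescence after subtracting the streptavidin-only scavenger bead signal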
Target sequence (Q99759 whole entry, looked up, the tested form may be a part): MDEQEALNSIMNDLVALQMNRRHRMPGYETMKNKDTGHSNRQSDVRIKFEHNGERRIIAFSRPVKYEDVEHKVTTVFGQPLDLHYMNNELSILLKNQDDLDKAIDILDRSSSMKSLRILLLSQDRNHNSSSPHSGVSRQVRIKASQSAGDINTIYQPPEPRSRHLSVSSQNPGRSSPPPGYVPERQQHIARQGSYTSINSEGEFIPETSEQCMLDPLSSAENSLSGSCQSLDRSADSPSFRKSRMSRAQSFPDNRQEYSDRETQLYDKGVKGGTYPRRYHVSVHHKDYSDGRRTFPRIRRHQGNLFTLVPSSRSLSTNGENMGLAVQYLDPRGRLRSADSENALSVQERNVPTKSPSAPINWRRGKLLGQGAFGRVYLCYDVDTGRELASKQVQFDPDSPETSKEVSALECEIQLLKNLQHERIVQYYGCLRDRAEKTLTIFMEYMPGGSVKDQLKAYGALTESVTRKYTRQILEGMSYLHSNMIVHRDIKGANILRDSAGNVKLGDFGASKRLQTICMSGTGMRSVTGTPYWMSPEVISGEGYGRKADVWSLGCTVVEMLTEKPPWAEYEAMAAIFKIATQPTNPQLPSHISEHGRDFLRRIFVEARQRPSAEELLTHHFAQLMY
HCV NS3 hel inh: blocks Hepatitis C virus NS3 helicase unwinding; NS3 helicase DNA unwinding, Cy5 molecular beacon fluorescence; inhibition, % at 10.9 µM; 290,000 tested, 0.56% active;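 active = inhibition above the mean of all tested compounds plus 3 SD, set per campaign, cut at about 35% in these data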;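 note: 0% = DMSO wells and 100% = thioflavine S control wells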
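Control set: DMSO versus 110 µM thioflavine S; Material: NS3 helicase fragment of HCV; Measured by: Cy5 fluorescence at 0 and 60 min, beacon hairpin quenching; Read-out basis: percent inhibition from t60/t0 fluorescence ratio; Times: reaction time 60 min, 25 °C; Repeats: single replicate; Compound dosing: single dose, 10.9 µM nominal final, DMSO 0.8% final.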
p-CIP stab down: p/CIP protein destabilization; Q05BA5; 290,000 tested, 0.01% active; F442A p/CIP-EGFP cells, EGFP fluorescence, 16 h; decrease of EGFP signal, % at 10 µM;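 active = EGFP signal decrease of at least 30% at 10 µM or well 3 SD below plate mean, unless failing retest; inactive = the rest, including hits failing retest or dose response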; note: some compounds called inactive have numbers as strong as hits; many of its hits are not listed in these tables
DNA FID counter: displaces DNA intercalator in HCV helicase counter-screen | DNA fluorescent intercalator displacement, fluorescence | inhibition, % at 7.9 µM | 290,000 tested, 0.17% active; in the data active = inhibition above about 37%;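 note: 0% = vehicle and 100% = reference compound; higher means more ethidium bromide displaced from hairpin DNA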
PHOSPHO1 inh: blocks human PHOSPHO1 phosphatase activity; 290,000 tested, 1.1% active; inhibition, % at 13.3 µM; recombinant PHOSPHO1, absorbance phosphatase assay; Q8TCT1; in the data active = inhibition above about 60%
Target sequence (Q8TCT1 whole entry, looked up): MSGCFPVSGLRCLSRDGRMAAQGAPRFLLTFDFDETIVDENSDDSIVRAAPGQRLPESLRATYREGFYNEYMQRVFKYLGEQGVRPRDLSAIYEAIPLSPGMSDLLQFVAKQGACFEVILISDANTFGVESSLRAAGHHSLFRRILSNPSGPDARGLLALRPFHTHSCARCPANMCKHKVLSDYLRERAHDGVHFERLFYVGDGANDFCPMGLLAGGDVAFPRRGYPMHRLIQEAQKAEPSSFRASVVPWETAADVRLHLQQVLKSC
IMP-1 inh: inhibitors of Pseudomonas aeruginosa IMP-1 metallo-beta-lactamase. purified IMP-1, nitrocefin hydrolysis, epi-absorbance fluorescence. inhibition, % at 5.6 µM. 290,000 tested, 0.45% active;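 active = inhibition above the mean plus 3 SD of all compounds in the same screening run, cut at about 4.5% in these data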;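 note: 0% = IMP-1 with DMSO and 100% = DMSO wells lacking enzyme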
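System: Purified IMP-1 | Read-out basis: Percent enzyme inhibition | Controls: IMP-1 with DMSO as 0%, enzyme-free DMSO as 100% | Replicates: One well per compound | Doses: 5.6 µM nominal single concentration | Detection: Epi-absorbance fluorescence, 480 nm excitation, 530 nm emission | Incubation: 25 °C, 15 min preincubation, 25 min reaction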
Numbers without * were called inactive; x = no result given; & = joins results of further samples. Some of the compounds tested; the hit share may differ from the screen's.

Results follow in this order: VIM-2 inhibitor | IDE cell activ | UBC9 SUMO inh | MEKK3 PB1 HTS | HCV NS3 hel inh | p-CIP stab down | DNA FID counter | PHOSPHO1 inh | IMP-1 inh
CCCCNC(=O)NS(=O)(=O)c1ccc(C(=O)OC)o1
    -2.3 | 2 | 6 | 93 | -7 | -2 | -1 | 6 | -1.5
CCOC(=O)C1(CCc2ccccc2)CCN(Cc2nccn2CC)CC1
    -3.4 | -1 | 7 | 102 | -3 | -2 | 7 | 58 | -3.4
Cn1c(=O)c2c(n(Cc3ccccc3)c1=O)NC(=O)C2CC(=O)O (stereo unspecified)
    -3.8 | 2 | 22 | 105 | 7 | 3 | -18 | 23 | -0.9
COC(=O)C1=CN(c2cccc(C)c2)C=C(C(=O)OC)C1c1cc(OC)c(O)c([N+](=O)[O-])c1
    0.0 | 6 | -4 | 100 | 31 | 7 | 1 | -1 | -0.5
CN(C)S(=O)(=O)Nc1ccc2c(c1)Cc1ccccc1-2
    -1.6 | -3 | 19 | 100 | -6 | -1 | -6 | -23 | -2.5
Cc1cc(C)n2cc(CSc3ccc(Br)cc3)nc2n1
    7.5 | -6 | 28 | 98 | 0 | -32 | -24 | 29 | -1.6
Cc1cccc(OCc2n[nH]c(=S)n2Cc2ccccc2)c1
    -5.1 | -26 | 0 | 96 | 1 | -6 | -24 | -125 | -3.7
COc1ccc(NC(=O)CSc2nnnn2-c2ccc(F)cc2)cc1
    -0.7 | 4 | 7 | 99 | 6 | 1 | -13 | 38 | -1.9
Cc1ccc(S(=O)(=O)N2CCc3cc4c(cc3C2C)OCCCO4)cc1 (stereo unspecified)
    1.4 | -14 | -4 | 101 | -18 | -18 | -29 | 38 | -0.6
COc1ccc(Cl)cc1-c1n[nH]c(=S)n1C
    -1.9 | -8 | 0 | 103 | 7 | 2 | 0 | 85* | -1.5
Cc1ccc(SC[C@H](Cc2ccccc2)N2CCN(CC(C)C)CCC2=O)cc1
    x | 5 | -6 | 108 | x | -18 | x | 16 | x
CN(C)/C=C1\Cc2ccccc2C1=O
    -3.1 | -1 | 14 | 101 | 8 | -2 | -9 | 37 | -3.8
O=C(NCC(=O)N1CCN(Cc2ccccc2)CC1)c1ccc(Br)o1
    -3.2 | 2 | 0 | 100 | 13 | 1 | -13 | 16 | -2.8
O=C(NC1(C(F)(F)F)NC(=O)N(c2ccccc2)C1=O)c1cccs1 (stereo unspecified)
    -0.6 | 0 | 9 | 98 | 0 | -7 | -1 | 3 | -1.4
CCOC(=O)c1cc2c(=O)n3cccc(C)c3nc2n(Cc2ccco2)c1=NC(=O)c1ccccc1
    -0.4 | 1&-2 | 28 | 102 | 18 | -21 | -15 | 11 | -1.4
Cc1ccc(Nc2c([N+](=O)[O-])cc(C(=O)N3CC(=O)Nc4ccccc43)cc2[N+](=O)[O-])c(C)c1
    -1.3 | 2 | -4 | 102 | -7 | 0 | -16 | 13 | -3.3
CC(OC(=O)CCCNC(=O)c1ccc(Cl)cc1)C(=O)N(C)Cc1ccccc1 (stereo unspecified)
    -0.8 | -6 | 21 | 96 | -4 | 3 | -34 | x | -0.4
CC1CCCCC1NC(=O)c1ccc(S(=O)(=O)N2CCCC2)cc1 (stereo unspecified)
    -7.1 | -1 | 16 | 106 | 0 | 1 | -9 | 26 | -3.6
CC1=CC2=NC(=O)/C(=C\c3cc(C)n(-c4cccc(Cl)c4)c3C)C(=N)N2O1
    -2.0 | 3 | -3 | 101 | 5 | -6 | -2 | -5 | -3.1
CCO[C@@H]1OC(C(=O)N2CCOCC2)=C[C@H](c2ccccc2)[C@H]1CCCO
    -2.3 | 0 | 9 | 98 | 3 | -18 | -10 | 14 | -0.9
COc1ccc(OC)c(C2CC(=O)C3=C(C2)NC(=O)CC3c2ccc(O)c(OC)c2)c1 (stereo unspecified)
    -0.5 | 1 | 5 | 107 | -1 | -1 | -15 | 33 | 1.4
CCN(CC1CCCO1)C(=O)c1cc(COc2ccccc2SC)on1 (stereo unspecified)
    -0.8 | 0 | 13 | 101 | -13 | 6 | -15 | 43 | -2.2
Cn1c(=O)c2c(nc(Oc3ccc4c(c3)OCO4)n2Cc2ccc(F)cc2)n(C)c1=O
    -5.5 | 3 | 1 | 97 | 11 | -7 | -4 | 11 | -2.3
COc1cccc(-c2nnc(SCC(=O)Nc3ccc(S(N)(=O)=O)cc3)n2C)c1
    -2.5 | -7 | 22 | 100 | 10 | -3 | -8 | 41 | -2.2
O=C(c1ccco1)N1CCN=C1SCc1ccc(F)cc1
    1.7 | 5 | -3 | 101 | -7 | -13 | 4 | -6 | -0.8
O=S(=O)(NCc1ccccc1)c1ccc(S(=O)(=O)N(Cc2ccccn2)C2CCCC2)cc1
    -2.1 | 4 | 3 | 86 | -16 | -3 | -36 | -9 | -3.5
Cc1c(NC(=O)c2cc(-c3ccc(F)cc3)on2)c(=O)n(-c2ccccc2)n1C
    -2.2 | 4 | 21 | 104 | -3 | -13 | -19 | 28 | -3.0
CCOc1ccccc1OCC(=O)Nc1ccc(Cl)cc1Cl
    -2.7 | 6 | 6 | 103 | 5 | -4 | -11 | 42 | -3.4
COc1cc(CNCCN(C)C)c(Br)cc1OCC(=O)NCc1ccccc1
    -1.4 | -1 | -8 | 94 | -4 | 5 | 20 | 7 | -2.2
COc1ccc(CNC(=S)Nc2ccc(OC)cc2)cc1
    2.4 | 1 | -5 | 103 | -13 | 1 | -3 | -5 | -2.5
CC[C@@](C)(NS(=O)(=O)OCC(Cl)(Cl)Cl)c1ccccc1
    -2.7 | 4 | 2 | 101 | 19 | -6 | -12 | -2 | -3.6
CCC(=O)NCCc1nc2cc(NC(=O)c3ccccc3OC)ccc2n1C
    -0.4 | -3 | 24 | 108 | -5 | -8 | -7 | 1 | -2.2
NC(=O)c1cc(C(=O)Cc2ccccc2)c[nH]1
    -0.8 | 3 | -9 | 103 | -5 | 6 | -2 | 33 | -1.8
CC(C)CCNC(=O)NC(=O)COc1ncnc2sccc12
    -1.0 | 2 | 20 | 101 | -10 | -10 | -12 | 26 | 2.6
COc1cc(C(=S)N2CCN(C(c3ccccc3)c3ccccc3)CC2)cc(OC)c1O
    -0.1 | 0 | -19 | 103 | -10 | 1 | -33 | x | -1.4
COC(=O)/C(=C/c1ccccc1)NC(=O)c1ccco1
    -0.9 | 0 | 9 | 108 | 0 | 3 | -3 | -3 | -1.7
O=C(NCCOc1ccccc1Cl)C(=O)c1c[nH]c2ccccc12
    -2.4 | 3 | 14 | 125 | -8 | 6 | 2 | 24 | 0.0
COc1cc(OC)cc(C(=O)Nc2c(C)nn(-c3ccccc3)c2C)c1
    -1.6 | 0 | 2 | 101 | 8 | 3 | -21 | 4 | -3.5
CC1CCN(C(=O)c2ccc(SCc3ccccc3F)c([N+](=O)[O-])c2)CC1
    -1.2 | 0 | 8 | 98 | 5 | 1 | -3 | -2 | -1.1
COc1ccccc1N1CCN(S(=O)(=O)c2ccc3c(c2)NC(=O)CS3)CC1
    -4.4 | -3 | 2 | 105 | 6 | -6 | -35 | -31 | -4.2

Single records, as listed above. Screens in order: VIM-2 inhibitor, IDE cell activ, UBC9 SUMO inh, MEKK3 PB1 HTS, HCV NS3 hel inh, p-CIP stab down, DNA FID counter, PHOSPHO1 inh, IMP-1 inh
COc1ccc(OC)c(C2CC(=O)C3=C(C2)NC(=O)CC3c2ccc(O)c(OC)c2)c1 (stereo unspecified) is listed as -0.5, 1, 5, 107, -1, -1, -15, 33, 1.4
CC[C@@](C)(NS(=O)(=O)OCC(Cl)(Cl)Cl)c1ccccc1 is listed as -2.7, 4, 2, 101, 19, -6, -12, -2, -3.6
O=C(c1ccco1)N1CCN=C1SCc1ccc(F)cc1 is listed as 1.7, 5, -3, 101, -7, -13, 4, -6, -0.8

Following part.
Results follow in this order: VIM-2 inhibitor | IDE cell activ | UBC9 SUMO inh | MEKK3 PB1 HTS | HCV NS3 hel inh | p-CIP stab down | DNA FID counter | PHOSPHO1 inh | IMP-1 inh
CN(C)C(=O)C1(c2ccccc2)CCN(S(=O)(=O)c2ccccc2)CC1
    -2.7 | -1 | 2 | 101 | 2 | 0 | -2 | -11 | 1.4
COc1ccc(NC(=O)CN2C(=O)NC3(CCCC3)C2=O)c(OC)c1
    -4.8 | 0 | 5 | 97 | 21 | -2 | -4 | 17 | -2.6
COc1cc(CN2CCC(C(=O)N3CCN(c4ccccc4F)CC3)CC2)ccc1O
    -0.3 | 4 | 8 | 105 | -6 | -3 | 9 | -1 | -1.6
Cc1cccc(N(Cc2ccccc2F)S(C)(=O)=O)c1
    -2.7 | 2 | 28 | 97 | -3 | -3 | -7 | 8 | -1.6
Cc1ccccc1-n1nc(C)c2cc(C(=O)N3CCN(S(=O)(=O)c4ccccc4)CC3)sc21
    x | 2 | -4 | x | x | -1 | x | 47 | x
S=C(Nc1cccc(Cl)c1)Nc1cccc2cnccc12
    3.9 | 1 | 98* | 99 | -7 | -4 | 9 | -16 | -4.3
O=C(COc1cccc(Cl)c1)NNC(=S)Nc1ccccc1
    -5.1 | -10 | -31 | 94 | 10 | -4 | -19 | -10 | -2.1
O=C(NC1CC2CCCC(C1)N2Cc1ccccc1)C1CCCCC1 (stereo unspecified)
    -4.6 | 3 | 19 | 146* | -9 | -15 | 3 | 29 | -4.3
Cc1ccc2nc(-c3cccc(Br)c3)cc(C(=O)Nn3cnnc3)c2c1
    -3.7 | 2 | 6 | 104 | 5 | -8 | -20 | -14 | -1.1
Cc1[nH]n(-c2ccccc2)c(=O)c1/C=N/NC(=O)COc1ccccc1[N+](=O)[O-]
    -4.3 | 1 | -22 | 158* | -3 | -8 | -4 | 5 | -2.2
COc1ccccc1S(=O)(=O)Cc1ccc(C(=O)N2CCCC2)o1
    -3.6 | 4 | 19 | 109 | 2 | 14 | -6 | -4 | -5.9
Cc1ccc(-c2nc(-c3cccnc3)sc2CC(=O)Nc2ccc(C)c(Cl)c2)cc1
    -4.8 | -4 | -68 | 103 | -7 | 0 | -1 | 3 | -1.9
COc1ccc(N2C(=O)c3cccc4cccc(c34)C2=O)cc1
    -3.0 | 6 | 0 | 100 | -7 | -6 | -3 | 13 | -2.7
CCOC(=O)C1(CCC(C)C)CC(CSc2nc3ccccc3[nH]2)OC1=O (stereo unspecified)
    -3.8 | 6 | -5 | 93 | 1 | -5 | -19 | 71* | -4.1
CC1=C(C(=O)Nc2ccccc2C(=O)NCc2ccccc2)SCCO1
    -1.5 | -1 | 4 | 101 | -7 | -1 | -24 | 26 | -2.3
CCOC(=O)c1cnc(SC)nc1Sc1ccccc1
    -0.2 | 0 | 3 | 103 | -5 | -10 | -9 | 12 | 0.3
Cc1cccc(/N=C/c2c(C)[nH]n(-c3ccccc3)c2=O)n1
    0.9 | 0 | 6 | 95 | 3 | -2 | 4 | 41 | -1.6
